MmCpn inh – M. maripaludis TRiC chaperonin inhibition; Potency, µM (doses to about 76.9 µM), inactives show at the top dose activity, negative = inhibition, actives largely listed as inhibitors; 330,000 compounds, 0.031% hits; purified Mm-Cpn ATPase, ADP Transcreener TR-FRET; AID 504842; also: potency is read from the fitted curve at half-maximal effect; % is scaled to controls: 0 for no effect and ±100 for the full control effect; nearly all actives have a fitted effect of over 80% in size
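ATP (10 uM final) was added to archaeal chaperonin (25 nM final) after 10 min exposure to test compound at 37°C; after 30 min further incubation, ADP was detected by competitive TR-FRET.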
EPAC2 antagonist – EPAC2 (human) antagonism; Q8WZA2; EPAC2 GEF exchange of Rap1B-BODIPY-GDP, fluorescence; Potency, µM (series often up to 114 µM), without a hit: at the top dose activity, negative = inhibition, most hits filed as inhibitors; 360,000 compounds, 0.18% hits; AID 720708; also: potency is read from the fitted curve at half-maximal effect; % is scaled to controls: 0 for no effect and ±100 for the full control effect; nearly all actives have a fitted effect of over 45% in size; many of its hits are not listed in these tables
D3 antag – antagonists of human D3 dopamine receptor. P35462. D3R cells, DiscoveRx beta-arrestin luminescence, antagonist mode; hits give low values. max response, negative = inhibition, %. 360,000 compounds, 2.5% hits. AID 652054; in the data active = max response below about -50%; inconclusive = no clear call, values can overlap the other calls; also: % is scaled to controls: 0 for no effect and ±100 for the full control effect; mostly tested at two doses, the higher about 12 µM
Target sequence (P35462 whole entry, looked up): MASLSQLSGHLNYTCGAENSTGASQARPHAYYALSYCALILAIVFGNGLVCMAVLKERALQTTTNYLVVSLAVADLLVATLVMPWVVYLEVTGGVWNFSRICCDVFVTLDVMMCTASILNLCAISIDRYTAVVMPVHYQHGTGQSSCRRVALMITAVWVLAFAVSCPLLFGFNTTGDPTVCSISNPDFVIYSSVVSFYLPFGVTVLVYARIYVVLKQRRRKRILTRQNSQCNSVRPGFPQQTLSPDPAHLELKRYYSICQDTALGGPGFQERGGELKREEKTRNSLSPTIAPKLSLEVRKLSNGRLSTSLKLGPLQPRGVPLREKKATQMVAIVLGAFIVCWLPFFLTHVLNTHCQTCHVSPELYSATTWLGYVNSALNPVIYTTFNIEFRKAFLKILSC
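Cells expressing the human receptor were seeded at 1500 cells/well, incubated overnight at 37 degrees C in 5% CO2, then exposed to library compounds with dopamine controls for 90 minutes at 37 degrees C before luminescent detection.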
CCT modulator – modulators of cytosolic chaperonin (CCT/TRiC) activity; purified chaperonin ATPase assay, HTRF ADP detection, 30 min; activity change, % (no concentration beside the values), hits read low; 360,000 compounds, 0.3% hits; in the data active = activity change below about -30%; also: % is scaled to controls: 0 for no effect and ±100 for the full control effect
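Nucleotide hydrolysis assay: TRiC at 20–40 nM final (set by batch activity) with 10 uM ATP, 30 min at 37 °C, in presence of 76 uM compound. Detection by competitive ADP HTRF, 30 min ambient.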
EPAC2 agonist – EPAC2 (human) agonism; Q8WZA2; EPAC2 activation, biochemical qHTS; response scale: 100% = 6.5 mM cAMP response; Potency, µM (top dose mostly 154 µM), without a hit: at the highest dose activation, usual class: activators; 360,000 compounds, 0.079% hits; AID 720711; also: potency is read from the fitted curve at half-maximal effect; nearly all actives have a fitted effect of over 50% in size
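In this primary screen, activation is scored as increased exchange of BODIPY-GDP from Rap1B by 100 nM EPAC2, with 50 uM GDP as competitor. Signal is normalized to the 6.5 mM cAMP agonist control.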
Akt phos inh – Akt phosphorylation inhibition; Neuro2A IGF-stimulated pAkt S473 HTRF, 20 min; hits give low values; activity change, % for hits at 50 µM; 360,000 compounds, 0.32% hits; AID 651550; in the data active = activity change below about -80%; inconclusive = mostly about -51% to -80%; also: % is scaled to controls: 0 for no effect and ±100 for the full control effect
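Single-point screen (50 µM final compound) in Neuro2A cells stimulated 20 min with 6 nM IGF at 37 deg C. After lysis, Ser473-phosphorylated Akt read by HTRF (ex 330 nm, em 615/665 nm) as the 665/615 ratio.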
PTHR1 ag – PTHR1 (human) receptor agonism; Q03431; Potency, µM (titrated, usually from 115 µM), without a hit: at the top dose activation, actives largely listed as activators; HEK293 GP2 PTHR1 cells, GloSensor cAMP luminescence, 1 h; 410,000 compounds, 0.075% hits; also: potency is read from the fitted curve at half-maximal effect; nearly all actives have a fitted effect of over 55% in size; some results filed as inactive show a strong effect at the top dose; inactives centre near -15; many of its hits are not listed in these tables
Target sequence (Q03431 whole entry, looked up): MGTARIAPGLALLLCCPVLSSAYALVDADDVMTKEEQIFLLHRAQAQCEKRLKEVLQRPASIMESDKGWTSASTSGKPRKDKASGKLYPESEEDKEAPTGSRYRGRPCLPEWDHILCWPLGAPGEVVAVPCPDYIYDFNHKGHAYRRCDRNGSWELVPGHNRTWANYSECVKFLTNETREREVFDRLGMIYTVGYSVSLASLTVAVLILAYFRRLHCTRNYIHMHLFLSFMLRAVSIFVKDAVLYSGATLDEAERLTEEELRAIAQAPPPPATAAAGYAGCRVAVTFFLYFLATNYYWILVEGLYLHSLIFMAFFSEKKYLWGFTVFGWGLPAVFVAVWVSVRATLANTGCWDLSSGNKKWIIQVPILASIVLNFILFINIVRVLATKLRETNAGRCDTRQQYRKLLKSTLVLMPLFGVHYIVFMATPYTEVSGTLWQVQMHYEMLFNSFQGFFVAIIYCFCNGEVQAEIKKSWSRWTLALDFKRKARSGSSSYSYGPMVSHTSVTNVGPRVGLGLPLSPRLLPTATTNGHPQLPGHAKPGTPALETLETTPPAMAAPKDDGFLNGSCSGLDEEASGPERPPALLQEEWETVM
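HEK-293-derived GP2 cells expressing PTHR1 and a GloSensor cAMP reporter, 3,000/well, plated overnight, given luciferin plus IBMX (each 0.5 mM as added) for 1 h at 37 °C, then compound for 1 h at 37 °C. Luminescence was read after 15 min at room temperature.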
D3 ag – agonists of human D3 dopamine receptor. P35462. D3R DiscoveRx beta-arrestin cells, luminescence, 90 min. max activation, %. 410,000 compounds, 0.58% hits. AID 652048; in the data active = max activation above about 30%; also: 0% is about no effect; mostly tested at two doses, the higher about 12 µM
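Agonist mode: compounds and dopamine controls were applied to plated cells for 90 min at 37 degrees C after an overnight attachment at 1500 cells/well. Luminescent read-out followed 30 - 60 minutes at room temperature with DiscoveRx detection reagent.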
An asterisk follows results filed as active; i = inactive; ? = inconclusive; · = no result given; [ ] = remark or other dose. Unless noted, calls follow the shape of the dose curve; as a rule, active = well fitted curve in the direction sought with a large enough effect; inconclusive = small, poorly fitted or top-dose-only effect, or another doubt; inactive = no such curve, though single readings can be large; an effect the other way counts as inactive or inconclusive.

SMILES	MmCpn inh	EPAC2 antagonist	D3 antag	CCT modulator	EPAC2 agonist	Akt phos inh	PTHR1 ag	D3 ag
O=C(O)CCC(=O)N1CCc2cc(S(=O)(=O)N3CC=C(c4ccccc4)CC3)ccc21	2%	4%	20	0.8	-3%	i	i	1
Cc1nc2ccccc2c(=O)n1NC(=O)/C=C/c1ccccc1Cl	1%	4%	4	0.4	1%	i	-6%	-9
O=C(NC(=S)Nc1ccc2oc(-c3cccnc3)nc2c1)c1cccc(Cl)c1	-3%	-2%	62	-0.3	10%	i	-52%[inhibitor][57.5 µM]	2
Cc1n[nH]c(=O)nc1NCc1ccccc1Cl	-1%	0%	3	-0.3	-8%	i	i	0
Cc1ccc(NC(=O)N2CCCC2C(=O)NCc2ccc3c(c2)OCO3)cc1 (centres undefined)	2%	2%	9	0.7	5%	i	i	2
COC(=O)[C@@]1(Cc2ccc(F)cc2)[C@H]2c3cc(C(=O)N(C)C)n(C)c3C[C@H]2CN1C(=O)c1ccccc1	·	7%	?	-3.2	10%	i	i	-3
COc1ccc(N2CCCn3c2nc2c3c(=O)n(Cc3ccc(F)cc3)c(=O)n2C)c(OC)c1	2%	16%	11	-1.2	4%	i	i	3
O=C(C1COc2ccccc2O1)N1CCN(Cc2ccc(Br)cc2F)CC1 (centres undefined)	0%	-8%	-1	2.0	16%	i	-92%[inhibitor]	-1
COc1ccc(N(CC(=O)NCc2ccc(F)cc2)C(=O)Cn2nnc(-c3ccc(C)o3)n2)cc1OC	-2%	2%	1	-4.1	3%	i	i	1
Cc1c(N(CC(=O)O)S(=O)(=O)c2ccccc2)c(=O)n(-c2ccccc2)n1C	1%	0%	0	-4.8	12%	i	i	1
O=C(CNC(=O)CNC(=O)c1ccc(Cl)cc1Cl)NCc1cccc(Cl)c1	1%	-15%	7	-2.4	2%	i	i	10
COc1cc(C(=O)Nc2ccc3c(c2)OCCO3)ccc1OC(F)F	2%	-9%	31	-3.8	18%	i	-22%[57.5 µM]	-22
CCc1cc(=O)oc2cc(C)cc(OCC(=O)NCc3ccccn3)c12	0%	-9%	2	0.5	-1%	i	i	3
COc1ccc(Nc2nc(NN)nc(C)c2[N+](=O)[O-])cc1	-10%	-11%	-5	-1.0	19%	i	2%	1
O=C(COC(=O)CCOc1ccccc1)NCCc1ccccc1	1%	4%	13	1.2	0%	i	7%	-4
Cc1ccc(S(=O)(=O)Nc2ccccc2F)cc1C(=O)NNC(=O)c1csc(N2CCOCC2)n1	0%	-7%	-9	-1.7	9%	i	i	-6
CCC(Oc1ccccc1)C(=O)Nc1ccccc1N1CCCCC1 (centres undefined)	1%	13µM*	17	1.8	7%	i	-4%	2
C=CCn1c(SCC(C)=O)nc2scc(-c3ccco3)c2c1=O	-4%	-25%	-14	-14	11%	i	i	-9
CC(=O)NC1CCN(CC(=O)Nc2cccc([N+](=O)[O-])c2)CC1	0%	0%	2	-4.7	5%	i	-18%	3
CCOC(=O)N1CCN(c2c(NCc3cccs3)c(=O)c2=O)CC1	-1%	4%	4	-1.1	4%	i	i	-4
CC(=O)N1c2ccccc2N=C(c2ccc3c(c2)OCO3)C1C(=O)NCc1ccccc1 (centres undefined)	·	3%	0	·	18%	i	-31%[inhibitor]	0
O=[N+]([O-])c1ccc(OCCN2CCCCCC2)cc1	0%	-9%	?	0.6	-8%	i	i	-22
N=c1n(CCN2CCCC2)c2ccccc2n1CC(O)c1ccc(Cl)c(Cl)c1 (centres undefined)	4%	-5%[57.1 µM]	-5	0.9	-3%	i	-14%	-7
CC(C)C(=O)Nc1ccc(C(=O)NNC(=O)CCCOc2ccc(Cl)cc2Cl)cc1	-2%	2%	17	-1.1	-1%	i	-9%[57.5 µM]	25
CC(C)CN1CC(C)C(=O)NC1=S (centres undefined)	·	7%	14	-1.6	12%	i	-2%	7
More results follow.
SMILES	MmCpn inh	EPAC2 antagonist	D3 antag	CCT modulator	EPAC2 agonist	Akt phos inh	PTHR1 ag	D3 ag
Cc1ccc(C(NC(=O)N2CCCC2)C(Cl)(Cl)Cl)cc1F (centres undefined)	-3%	-27%	-10	1.6	-9%	i	-10%	2
Cc1cccc(C)c1OCc1cc(C(=O)N(Cc2nccn2C)C(C)C)no1	2%	-5%	10	-1.8	-4%	i	-16%	2
COc1ccc(-n2cc(CNCc3cccnc3)c(-c3cccc(F)c3)n2)cc1	-8%[15.4 µM]	-11%	-8	-2.7	15%	i	-25%	-19
Cn1nc(C(F)(F)F)c(-c2ccccc2)c1NC(=O)c1cccnc1	-4%	-6%	6	0.1	1%	i	-13%	2
CC(C)(C)C(=O)Nc1cc(NC(=O)C(C)(C)C)cc(C(=O)Nc2c[nH]c(=O)[nH]c2=O)c1	·	0%	7	-2.7	1%	i	-5%	2
CCCCNS(=O)(=O)CCNCc1ccc(OC)cc1	-1%	0%	-3	1.0	2%	i	i	-50
Cc1ccc(C)c(N2CCN(c3nnnn3-c3ccccc3)CC2)c1	0%	-4%	0	-2.7	-2%	i	-9%[57.5 µM]	1
CCNC(=O)CSc1nnc(-c2cccs2)o1	1%	1%	8	-0.3	9%	i	i	0
Cc1cc(O)c(C(=O)Cc2csc(C)n2)c(O)c1	-5%	-7%	21	-2.7	4%	i	-16%	1
COc1ccc(S(=O)(=O)N2CCOCC2)cc1OC	?	13%	-5	-3.2	-2%	i	i	1
CN1CCN(C(CNC(=O)C(=O)NC2CCCCC2)c2ccc(F)cc2)CC1 (centres undefined)	2%	-5%	-12	0.4	-4%	i	-23%	-4
O=C(NCc1cccc(F)c1)c1cccc2c1C(=O)c1ccc(N3CCCC3)cc1S2(=O)=O	-3%	124%[activator]	85	-0.9	?	i	-12%	14
CCNC(=O)CN(CCc1ccccc1)S(=O)(=O)c1ccc(OC)cc1	0%	-5%[57.1 µM]	-20	-0.8	0%	i	i	-6
CCOc1cc(/C=C2\SC(=S)N(Nc3ccccc3)C2=O)ccc1O	-1%	-20%	?	1.4	4%	i	-86%[inhibitor]	-15
Cc1ccccc1NC(=O)COC(=O)CCSc1ccccc1	1%	-7%	7	-23	16%	i	-6%	2
COc1ccc(-n2c(C)nnc2SCC(=O)NC2CC2)cc1	0%	6%	-1	-1.3	14%	i	?	5
COc1cc(/C=C/C(=O)O)cc(S(=O)(=O)NCC2CCCO2)c1OC (centres undefined)	0%	-5%	-29	1.2	-1%	i	?	-8
COc1ccc(S(=O)(=O)N2CCCCC2)cc1NC(=O)CCCNC(=O)c1ccc(Cl)cc1	1%	-9%	4	0.3	9%	i	-4%	11
O=C(CCC(=O)N1CCOc2ccccc21)NCCCN1CCN(Cc2ccccc2)CC1	-1%	-3%	?	-0.2	2%	i	-10%	-10
Nc1ccc(SC(F)(F)F)cc1	0%	8%	-23	1.8	3%	i	-8%	-1
O=C(O)c1ccc(S(=O)(=O)N2CCC(c3nc(-c4ccccc4Cl)no3)CC2)cc1	0%	-3%	-23	-2.9	11%	i	i	1
CC(=O)Nc1nc2c(s1)C(=O)NCC(C)(C)C2	-2%	-2%	12	-1.0	10%	i	i	1
COc1ccccc1CNCC(=O)Nc1cc(S(=O)(=O)N2CCCCC2)ccc1C	-1%	-4%	-51*	-2.7	9%	i	-17%	15
O=S(=O)(CCN1C=CC(C(F)(F)F)=NCC1)c1ccc(F)cc1	-1%	-3%	-5	-3.5	9%	i	-15%	11
COC(=O)c1ccc2ccn(CC(=O)NC3CCCCC3)c2c1	0%	7%	2	-1.5	-15%	i	-4%[57.5 µM]	3
The results go on.
SMILES	MmCpn inh	EPAC2 antagonist	D3 antag	CCT modulator	EPAC2 agonist	Akt phos inh	PTHR1 ag	D3 ag
CCN(CC)C(=O)CN(C#N)c1nc(OC)nc(N(C)C)n1	-1%	-4%	7	0.8	-3%	i	i	4
Cc1cccc(C)c1NC(=O)CSCCO	1%	6%	25	-1.9	4%	·	i	4
C[C@H](CO)N1C[C@H](C)[C@@H](CN(C)C(=O)NC2CCCCC2)Oc2ccc(NC(=O)Cn3cnnn3)cc2C1=O	-3%	-10%	12	-3.5	-1%	i	0%	-4
COc1ccc(C2Nc3ccccc3C(=O)N2Cc2ccco2)cc1COc1ccc(F)cc1 (centres undefined)	-10%	-5%	-18	-0.3	2%	i	-25%	1
Cn1c(CN2CCOCC2)nc2cc(NC(=O)c3ccc(F)cc3)ccc21	2%	-3%	-9	-2.2	11%	i	-12%[57.5 µM]	-9
Cc1cc(C(=O)COC(=O)c2nccnc2N)c(C)n1C	-1%	6%	-10	1.9	9%	i	-80%[inhibitor]	0
Cc1ccc2nc(NC(=O)CSCC(=O)OCC(=O)c3ccccc3)sc2c1	-26%	-1%	-1	-1.1	0%	i	i	-1
CCCCn1c(=O)c2c(O)cc(=O)oc2c2ccccc21	-7%	-6%	-11	-1.4	-8%	i	-13%	2
COc1ccc(-n2nc(C(=O)N3CCC(C#N)CC3)c3c4ccccc4n(C)c3c2=O)cc1	·	-6%	2	-2.9	12%	i	-1%	-5
CC1CC2(CCCCC2)Nc2c1ccc1ccccc21 (centres undefined)	-1%	-21%	0	-3.1	7%	i	-3%[57.5 µM]	-5
COc1cc2[nH]c(=O)n(CCCCCC(=O)NCCCN3CCOCC3)c(=O)c2cc1OC	-4%	5%	5	-1.9	-4%	i	i	3
S=C(NCCCN1CCOCC1)Nc1cccc(-c2nnc3n2CCCCC3)c1	1%	?	4	-0.9	3%	i	-6%	1
O=C(CS(=O)(=O)c1ccccc1)Nc1ncc([N+](=O)[O-])s1	1%	-1%	-3	-4.8	3%	i	-8%	-3

Screens from PubChem BioAssay.

A portion of the library; rates above refer to the full screens.
